uPA surface inh = qHTS for Inhibitors of Cell Surface uPA Generation; Potency, µM (titrated, usually from 38.3 µM), inactives show at the top dose activity change, negative = inhibition, actives largely listed as inhibitors; cell surface uPA generation assay, qHTS; actives 0.31% (n = 330,000); active means well fitted inhibition curve with a large enough effect; inconclusive means small, poorly fitted or top-dose-only effect; inactive means no such curve, though single readings can be large or run the other way; tested in mouse RAW 264.7 cells; further: potency means the concentration at half of the fitted maximal effect; on the % scale 0 is the no-effect control and ±100 the full control effect; nearly all actives have a fitted effect of over 55% in size
ASM inhibitor = Inhibitors of Secretory Acid Sphingomyelinase (S-ASM): qHTS; Potency, µM (titrated, usually from 57.5 µM), for inactives: at the top dose activity change, negative = inhibition, actives largely listed as inhibitors; actives 0.006% (n = 340,000); placental ASM, HMU-PC fluorogenic substrate, 60 min; AID 504937, 2011; further: potency means the concentration at half of the fitted maximal effect
Target sequence (P17405 47-631 limits assumed): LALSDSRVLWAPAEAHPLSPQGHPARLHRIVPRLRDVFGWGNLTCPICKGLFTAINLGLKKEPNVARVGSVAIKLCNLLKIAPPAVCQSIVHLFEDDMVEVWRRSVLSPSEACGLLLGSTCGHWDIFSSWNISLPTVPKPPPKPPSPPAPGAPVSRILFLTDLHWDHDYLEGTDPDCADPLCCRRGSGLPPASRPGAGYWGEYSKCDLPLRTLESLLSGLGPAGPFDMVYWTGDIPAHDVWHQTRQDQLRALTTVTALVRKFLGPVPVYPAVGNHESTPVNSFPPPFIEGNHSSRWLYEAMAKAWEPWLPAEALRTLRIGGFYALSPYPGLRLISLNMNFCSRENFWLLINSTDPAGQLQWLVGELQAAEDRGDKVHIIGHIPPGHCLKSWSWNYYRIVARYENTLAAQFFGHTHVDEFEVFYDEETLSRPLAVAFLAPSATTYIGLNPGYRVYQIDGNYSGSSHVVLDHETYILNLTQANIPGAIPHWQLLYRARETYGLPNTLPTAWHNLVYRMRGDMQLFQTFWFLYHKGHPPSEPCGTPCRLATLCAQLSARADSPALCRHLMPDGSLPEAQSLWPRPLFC
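Human placenta-derived ASM preincubated with compound 10 min at room temperature, then reacted with 9 uM (final) fluorogenic HMU-PC substrate for 60 min at 37 C. Stop solution raises pH to 10; fluorescence read at Ex 386/Em 447 nm.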
ELG1 genotox = qHTS screen for small molecules that induce genotoxicity in human embryonic kidney (HEK293T) cells expressing luciferase-tagged ELG1. HEK293T ELG1-luciferase reporter, luminescence, 16 h. Potency, µM (highest dose often 46 µM), inactives show top-dose activity change, positive = activation, actives largely listed as activators. actives 1.3% (n = 330,000). AID 504466, 2011; further: potency means the concentration at half of the fitted maximal effect; % of control where 0% means no effect; nearly all actives have a fitted effect of over 60% in size
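HEK293T cells expressing luciferase-tagged ELG1 were treated with compound or DMSO for 16 hr at 37°C. Luciferase activity was then read after 30 min with ONE-Glo at room temperature; rising signal flags genetic stress.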
B2AR arrestin = qHTS assay of beta-arrestin-biased ligands of beta2-adrenergic receptor; actives 0.02% (n = 330,000); beta-arrestin recruitment to beta2AR, cell-based reporter; AID 492947, 2010; Potency, µM (highest dose often 46.1 µM), for inactives: top-dose activation, usual class: activators; Beta-2 adrenergic receptor (Homo sapiens), P07550;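 further: potency means the concentration at half of the fitted maximal effect; 0% = DMSO controls and full agonism = EC100 isoproterenol or metaproterenol; nearly all actives have a fitted effect of over 65% in size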
Target sequence (P07550 whole entry, looked up): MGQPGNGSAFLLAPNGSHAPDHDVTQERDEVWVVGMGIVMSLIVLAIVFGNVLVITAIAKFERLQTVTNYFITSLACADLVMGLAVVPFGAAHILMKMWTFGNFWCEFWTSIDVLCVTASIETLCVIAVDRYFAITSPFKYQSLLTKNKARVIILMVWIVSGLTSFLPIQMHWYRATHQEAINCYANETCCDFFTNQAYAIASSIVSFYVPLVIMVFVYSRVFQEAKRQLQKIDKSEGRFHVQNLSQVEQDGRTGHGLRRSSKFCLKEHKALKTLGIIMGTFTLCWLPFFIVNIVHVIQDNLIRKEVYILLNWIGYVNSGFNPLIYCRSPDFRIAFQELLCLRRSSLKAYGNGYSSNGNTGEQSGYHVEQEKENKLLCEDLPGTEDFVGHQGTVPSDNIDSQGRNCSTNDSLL
p53 reactivation = qHTS assay for re-activators of p53 using a Luc reporter. actives 0.063% (n = 320,000). Potency, µM (top dose mostly 92.2 µM), inactives show at the top dose activity change, positive = activation, actives largely listed as activators. H1299 p53-A138V BP100-luciferase reporter, luminescence, 24 h. AID 504706, 2011; further: potency means the concentration at half of the fitted maximal effect; % of control where 0% means no effect; nearly all actives have a fitted effect of over 45% in size
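p53-null H1299 cells stably carrying temperature-sensitive p53-A138V and a BP100-luciferase reporter were pinned with compounds (4-point, 1:5 series) and held 24 hrs at 37 deg C. Luminescence was read 10 min after detection reagent.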
Eya2 phos inh = qHTS Assay for Inhibitors of the Phosphatase Activity of Eya2 | recombinant Eya2, OMFP fluorescence dephosphorylation (OMFP is methylfluorescein phosphate) | Potency, µM (series often up to 76.9 µM), without a hit: at the highest dose activity, negative = inhibition, actives largely listed as inhibitors | actives 0.006% (n = 330,000); further: potency means the concentration at half of the fitted maximal effect; on the % scale 0 is the no-effect control and ±100 the full control effect
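Eya2 protein (added as 0.2 uM solution) was preincubated with compound for 10 min at ambient temperature in 50 mM HEPES pH 7.5, 50 mM NaCl, 5 uM MgCl2, 0.05% BSA, 1 mM DTT. OMFP (added at 50 uM) then reacted 10 min; fluorescence read at 485/525 nm.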
PTAP TSG101 blk = qHTS Assay for Iinhibitors of HIV-1 Budding by Blocking the Interaction of PTAP/TSG101; 340,000 tested, under 10 active; Fluorescence polarization, FITC-PTAP peptide / Tsg101 binding; Potency, µM (doses to about 115 µM), without a hit: at the highest dose activity change, negative = inhibition, most hits filed as inhibitors; active means well fitted inhibition curve with a large enough effect in the main read-out, with a control signal flat, not every such curve was filed as active; inconclusive means small, poorly fitted or top-dose-only effect, or effect the other way, or a change in a side signal; inactive means no such curve, though single readings can be large or run the other way; further: potency means the concentration at half of the fitted maximal effect; % of control where 0% means no effect
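FP read-out: FITC-PTAP peptide, 50 nM final, binding Tsg101 binding domain, 10 uM final; 20 min, r.t.; 10 mM HEPES pH 7.5, 0.15 M NaCl, 0.01% Tween 20, 3 mM EDTA, 0.1 mM TCEP.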
BRCA1 expr up = qHTS Assay to Identify Small Molecule Activators of BRCA1 Expression | MCF7-BRCA1-FFLuc reporter, luminescence, 48 h; response scale: scaled: vehicle 0%, 10 µM genistein 100% | Potency, µM (titrated, usually from 46.1 µM), for inactives: at the top dose activation, usual class: activators | actives 1.1% (n = 380,000) | AID 624202, 2012; further: potency means the concentration at half of the fitted maximal effect; nearly all actives have a fitted effect of over 80% in size; some results filed as inactive show a strong effect at the top dose
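MCF7-BRCA1-FFLuc, 2000 cells/well; 2 h attach, 37 °C/5% CO2; compound 48 h; luciferase substrate 15 min; luminescence end-point. Norm. to genistein 10 microM max activation and DMSO; concentration-response curves fitted.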
USP2a inh = qHTS Assay for Inhibitors of Ubiquitin-specific Protease USP2a Using CHOP2 as the Reporter | Potency, µM (top dose mostly 38.3 µM), for inactives: at the highest dose activity change, negative = inhibition, usual class: inhibitors | USP2 core, Ub-CHOP2 coupled fluorogenic reporter, 485/531 | Ubiquitin carboxyl-terminal hydrolase 2 (Homo sapiens), O75604 | actives 0.01% (n = 330,000);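 further: potency means the concentration at half of the fitted maximal effect; plate controls were DMSO wells for no effect and full inhibition by NEM control for full effect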
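Deubiquitinase activity read as fluorescence (485/531 nm) after Ub-CHOP2 cleavage activates the enterokinase reporter on its substrate; USP2 core 10nM, Ub-CHOP2 and substrate 25nM each, 30min compound preincubation then 60min RT; data normalized to NEM, curves fitted.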
TRPV1 ag = HTS Assay for Compounds that Act as Agonists of the Vanilloid Receptor 1; Transient receptor potential cation channel subfamily V member 1 (Homo sapiens), Q8NER1; TRPV1-expressing cells, Fluo-8 calcium influx, agonist mode; activation, % at 8.33 µM; actives 0.19% (n = 320,000); AID 540275, 2011; in the data active means activation above about 80%; inconclusive means between about 30% and that limit; further: 0% is about no effect
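Cells expressing TRPV1 were dye-loaded with Fluo-8 and read kinetically: 10 s baseline, 3 min after compound (agonist portion), then 2 min after EC20 capsaicin (allosteric enhancer portion). Calcium-bound dye fluorescence at 480/520 nm.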
Integrin act MD = qHTS for Activators of Integrin-Mediated Alleviation for Muscular Dystrophy; actives 0.064% (n = 350,000); alpha7betagal myoblasts, beta-gal FDG fluorescence, 48 h; AID 624291, 2012; Potency, µM (titrated, usually from 38.3 µM), for the others: at the top dose activation, hits mostly activators;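 further: potency means the concentration at half of the fitted maximal effect; 100% = response of the positive control SU9516; nearly all actives have a fitted effect of over 60% in size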
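alpha7betagal+/- myoblasts (passage 13, 250/well) treated 48 h at 37C with compounds at 1:260 dilution of DMSO stock. Lysed, then beta-galactosidase activity read as FDG fluorescence (ex 480/em 540) after 30 min, with pre-read for autofluorescence.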
Starred values were filed as active, the others as inactive; u = inconclusive; x = not tested or not shown; [ ] = dose if it differs, or a comment. Unless noted, the call rests on the fitted dose curve; in most records, active means well fitted curve in the direction sought with a large enough effect; inconclusive means small, poorly fitted or top-dose-only effect, or another doubt; inactive means no such curve, though single readings can be large; an effect the other way counts as inactive or inconclusive.

nr	structure	uPA surface inh	ASM inhibitor	ELG1 genotox	B2AR arrestin	p53 reactivation	Eya2 phos inh
1	O=C(COc1ccc(F)cc1Cl)N1CCN(C(=O)c2cccs2)CC1	1%	0%	1%	0.0%	-4%	3%
2	Cc1cccc(OCC(=O)Nc2ccc3c(c2)OCCO3)c1	3%	0%	6.5µM*	3.7%	31%	4%
3	CCOC(=O)C(N)CSC1CC(=O)N(CCc2ccccc2)C1=O (stereo not drawn)	-9%	-6%	-2%	-0.5%	4%	10%
4	CCOC(=O)c1ccc2[nH]c3c(c2c1)CCCCC3=O	-7%	30%	24%	0.8%	16%	9%
5	Cc1ccc(S(=O)(=O)N2[C@@H](c3ccc(C#N)cc3)C(C(=O)O)=C[C@H]2C(C)(C)C)cc1	-11%	2%	-1%	-0.5%	-10%	-11%
6	CN(C)S(=O)(=O)c1cccc(NC(=O)CCNC(=O)Nc2ccccc2)c1	13%	3%	-1%	6.6%	-3%	-2%
7	COc1ccccc1CCC(=O)NNC(=O)c1ccncc1	2%	-1%	-6%	-0.2%	13%	2%
8	CC(C)CNC(=O)c1ccc2c(c1)C(=O)N(Cc1ccco1)C2=O	-1%	1%	1%	0.9%	12%	7%
9	NS(=O)(=O)c1ccc(NC(=O)c2ccccc2Cl)cc1	1%	3%	-1%	-0.2%	-6%	6%
10	Cn1c(=O)oc2cc(S(=O)(=O)N3CCCC(C(=O)Nc4ccc5c(c4)OCCO5)C3)ccc21 (stereo not drawn)	3%	3%	1%	0.3%	12%	-6%

nr	PTAP TSG101 blk	BRCA1 expr up	USP2a inh	TRPV1 ag	Integrin act MD
1	2%	4%	2%	x	5%
2	-2%	0%	0%	15	6%
3	-1%	-24%	-1%	-4	26%
4	-1%	4µM*	-2%	8	20%
5	-4%	-2%	0%	x	13%
6	-7%	6%	-10%	x	-8%
7	-2%	13%	0%	-1	0%
8	-3%	0%	2%	13	0%
9	-6%	-1%	0%	-2	29%
10	0%	-3%	0%	x	12%

(further entries)
nr	structure	uPA surface inh	ASM inhibitor	ELG1 genotox	B2AR arrestin	p53 reactivation	Eya2 phos inh
11	CCOc1cccc(C(=O)Nc2cccc(-c3nnc(-c4ccccc4)o3)c2)c1	6%	-7%	-9%	0.1%	4%	-4%[15.4 µM]
12	Cc1ccc2cc(CN(c3cccc(C)c3C)S(=O)(=O)c3ccccc3)c(=O)[nH]c2c1	-19%	-9%	-10%	-1.1%	3%	4%
13	CCCCc1cc(=O)oc2cc(OCC(=O)NCCN3CCOCC3)ccc12	7%	0%	0%	-2.0%	-4%	-4%
14	CSCCC(NC(=O)c1ccco1)C(=O)NNC(=O)c1n[nH]c(=O)c2ccccc12 (stereo not drawn)	8%	1%	-2%	7.0%	2%	5%
15	COc1ccccc1C1NC(=O)NC(C)=C1C(=O)OC1CCCC(C)C1 (stereo not drawn)	0%	-4%	0%	-0.4%	x	-11%
16	CCOC(=O)N1CCC(N2CCCC(C(=O)c3cccc(OC(C)C)c3)C2)CC1 (stereo not drawn)	0%	4%	-3%	0.2%	-4%	21%
17	COC(=O)CC/C(O)=C1\C(=O)CC(C)(C)CC1=NCc1nc2ccccc2[nH]1	-3%	1%	-13%	-0.1%	-2%	3%
18	CCOc1ccc(-n2c(SCC(=O)NC)nnc2-c2ccco2)cc1	-4%	3%	10%	3.6%	x	-17%
19	COc1cccc(CN2CCC(n3nccc3NC(=O)CCOc3ccccc3)CC2)c1	-5%	0%	-8%	0.2%	4%	0%
20	CCc1ccc(OCC(=O)NC(NC(=S)Nc2ccc(C)cc2C)C(Cl)(Cl)Cl)cc1 (stereo not drawn)	6%	-9%	-1%	-0.2%	-9%	u

nr	PTAP TSG101 blk	BRCA1 expr up	USP2a inh	TRPV1 ag	Integrin act MD
11	-1%	-5%	1%	1	-8%
12	-3%	-27%	-1%	1	u
13	-6%	11%	1%	-3	-19%
14	-4%	7%	-1%	x	4%
15	-6%	-26%	0%	0	-10%
16	0%	-54%	-8%	2	-33%
17	-3%	-27%	1%	0	-10%
18	-3%	0%	1%	0	1%
19	-7%	-12%	5%	4	6%
20	0%	-67%	-1%	-2	12%

Further results follow:
nr	structure	uPA surface inh	ASM inhibitor	ELG1 genotox	B2AR arrestin	p53 reactivation	Eya2 phos inh
21	S=C1NC[C@H](Cc2ccccc2)N1CC1CCN(CCCCc2ccccc2)CC1	-20%	1%	x	x	x	x
22	Cn1c(N)c(C(C[N+](=O)[O-])c2c(F)cccc2Cl)c(=O)n(C)c1=O (stereo not drawn)	-11%	5%	-1%	-0.2%	-21%	0%
23	CCOc1ccc(/C=C/C(=O)Nc2ccc3[nH]c(=O)[nH]c3c2)cc1	-10%	-1%	-1%	-0.7%	7%	-3%
24	OCc1ccc(O)c2ncccc12	-13%	1%	-13%	-0.8%	-3%	-12%
25	O=C(Nc1nnc(S(=O)(=O)N2CCOCC2)s1)c1ccccc1F	-8%	-3%	6%	0.2%	6%	6%
26	CS(=O)(=O)N1CCC(C(=O)Nc2ccc(Cl)c(C(F)(F)F)c2)CC1	-9%	-6%	-6%	-0.3%	-5%	-26%
27	N#Cc1c(NCc2ccccc2)ccnc1NCc1cccnc1	-6%	2%	-7%	0.1%	-13%	9%
28	C/C(Cn1nnc([N+](=O)[O-])n1)=N\NC(=O)c1ccccc1	-19%	-2%	-3%	0.0%	u	-29%
29	Clc1ccc(C2CC(c3ccccc3)Nc3ncnn32)cc1 (stereo not drawn)	u	8%	-9%	-0.3%	-6%	-28%
30	Cc1c(C(=O)Nc2cnccn2)oc2ccccc12	-20%	-3%	u	-0.2%	u	-9%
31	O=C(N/N=C/c1ccsc1)c1cc(O)cc(O)c1	1%	-1%	13%	0.4%	7%	4%
32	CC(C)[C@H](NC(=O)c1ccc(Cl)cc1Cl)C(=O)NNC(=O)c1ccco1	-3%	2%	2%	2.7%	-7%	8%
33	C=CC(C)(C)O[C@@H]1O[C@H](CO)[C@@H](O)[C@H](O)[C@H]1O	-45%	4%	-1%	-0.1%	11%	1%

nr	PTAP TSG101 blk	BRCA1 expr up	USP2a inh	TRPV1 ag	Integrin act MD
21	0%	-11%	x	x	0%
22	-3%	-23%	4%	-2	-5%
23	-11%	-14%	7%	-1	3%
24	-2%	-71%	1%	3	-49%[inhibitor]
25	1%	32%	3%	0	-18%
26	-12%	-1%	-2%	u	-15%
27	-7%	-60%	1%	3	0%
28	-5%	-65%[inhibitor]	0%	6	u
29	-2%	6%	1%	1	-5%
30	x	-52%	-3%	16	-16%
31	-3%	35%	4%	-1	1%
32	0%	-18%	3%	x	-21%
33	1%	0%	0%	-8	-2%

An excerpt of these results, with one line to a screen:
(13) CCCCc1cc(=O)oc2cc(OCC(=O)NCCN3CCOCC3)ccc12
(22) Cn1c(N)c(C(C[N+](=O)[O-])c2c(F)cccc2Cl)c(=O)n(C)c1=O (stereo not drawn)
(6) CN(C)S(=O)(=O)c1cccc(NC(=O)CCNC(=O)Nc2ccccc2)c1
(20) CCc1ccc(OCC(=O)NC(NC(=S)Nc2ccc(C)cc2C)C(Cl)(Cl)Cl)cc1 (stereo not drawn)
Assay by compound	13	22	6	20
uPA surface inh	7%	-11%	13%	6%
ASM inhibitor	0%	5%	3%	-9%
ELG1 genotox	0%	-1%	-1%	-1%
B2AR arrestin	-2.0%	-0.2%	6.6%	-0.2%
p53 reactivation	-4%	-21%	-3%	-9%
Eya2 phos inh	-4%	0%	-2%	u
PTAP TSG101 blk	-6%	-3%	-7%	0%
BRCA1 expr up	11%	-23%	6%	-67%
USP2a inh	1%	4%	-10%	-1%
TRPV1 ag	-3	-2	x	-2
Integrin act MD	-19%	-5%	-8%	12%

Source: PubChem BioAssay
